ABCG2 inh = human ABCG2 inhibition, ABCB1 as counter-screen; IgMXP3 cells, JC-1 efflux, flow cytometry; inhibition, % at 6.6 µM; 190,000 tested, 0.1% active; Q9UNQ0;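 active means inhibition above 80%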;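 further: 0% = DMSO and 100% = nicardipine control wells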
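material = IgMXP3 (ABCG2) plus far-red-tagged CCRF-Adr (ABCB1) cells | amount = 3 million cells/mL, equal mix of both lines | also added = JC-1 transporter substrate | dosing = one concentration, 6.6 µM final | schedule = 10 min at 25 °C | measured by = flow cytometric JC-1 green MFI at 530 nm | read-out basis = percent efflux inhibition, scaled nicardipine 100% to DMSO 0%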
Mcl1 Noxa PPI = Mcl-1/Noxa interaction inhibition; 220,000 tested, 1.5% active; AID 1022; inhibition, % at 21.7 µM; Q07820; TR-FRET Mcl-1/Noxa peptide binding, 2 h;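 active means compounds that cut the protein-peptide binding signal by more than 50% relative to plate controls in a single-dose test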;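 further: His-tagged Mcl-1 with rhodamine Noxa BH3 peptide and terbium anti-His antibody; 0% = Mcl-1 plus Noxa peptide wells and 100% = peptide-only wells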
Target sequence (Q07820 whole entry, looked up): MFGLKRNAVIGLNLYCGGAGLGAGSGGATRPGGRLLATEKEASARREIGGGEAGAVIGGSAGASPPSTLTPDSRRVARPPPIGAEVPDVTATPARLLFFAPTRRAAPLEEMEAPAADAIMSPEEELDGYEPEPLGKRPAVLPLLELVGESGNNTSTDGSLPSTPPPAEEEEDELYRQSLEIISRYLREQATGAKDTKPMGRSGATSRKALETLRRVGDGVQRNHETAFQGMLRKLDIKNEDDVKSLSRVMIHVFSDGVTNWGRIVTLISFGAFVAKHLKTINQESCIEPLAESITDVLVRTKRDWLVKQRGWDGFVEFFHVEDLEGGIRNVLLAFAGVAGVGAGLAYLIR
HRas wt GTP = changes GTP binding to wildtype human HRas | GST-Ras wt beads, Bodipy-FL-GTP binding, flow cytometry; actives lie on both sides | 190,000 tested, 0.14% active | P01112 | GTP binding activity, % at 10 µM;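 active means GTP binding activity at least 20% away from the 100% baseline, either lowered as inhibitor or raised as activator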;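 further: 0% = unlabeled GTP competition control and 100% = no-compound control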
Target sequence (P01112 whole entry, looked up): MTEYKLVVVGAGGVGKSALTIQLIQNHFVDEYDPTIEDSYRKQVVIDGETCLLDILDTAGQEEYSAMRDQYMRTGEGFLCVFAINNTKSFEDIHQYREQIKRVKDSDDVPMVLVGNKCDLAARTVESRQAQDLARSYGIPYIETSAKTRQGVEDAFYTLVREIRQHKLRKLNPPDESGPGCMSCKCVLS
Cdc42 wt = changes GTP binding to wildtype human Cdc42. P60953. GST-Cdc42 beads, Bodipy-GTP binding, flow cytometry; actives lie on both sides. percent activity (GTP binding), % at 10 µM. 190,000 tested, 0.2% active. AID 761;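 active means percent activity GTP binding at least 20 points away from the 100% baseline, either down as inhibitor or up as activator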;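 further: median bead fluorescence of bound Bodipy-FL-GTP at 100 nM; 0% = excess unlabeled GTP control and 100% = no compound control; below 100% means less GTP binding so inhibitor and above means activator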
Target sequence (P60953 whole entry, looked up): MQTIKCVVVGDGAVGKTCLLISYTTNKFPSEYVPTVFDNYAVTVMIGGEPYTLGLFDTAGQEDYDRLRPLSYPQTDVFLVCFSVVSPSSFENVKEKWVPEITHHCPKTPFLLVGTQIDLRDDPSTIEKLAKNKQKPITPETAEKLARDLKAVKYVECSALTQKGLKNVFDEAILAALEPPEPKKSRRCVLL
ABCB1 block = human ABCB1 inhibition, ABCG2 as counter-screen | 190,000 tested, 0.067% active | inhibition, % at 6.6 µM | CCRF-Adr cells, JC-1 efflux, flow cytometry | P08183; in the data active means inhibition above about 40%;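 further: 0% = vehicle and 100% = reference inhibitor; higher value means more JC-1 retained so stronger ABCB1 efflux block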
Rac1 wt modul = human Rac1 wildtype GTP binding, inhibitors and activators. P63000. GST-Rac1 beads, fluorescent GTP binding, flow cytometry; actives lie on both sides; 0 = cold GTP competed, 100 = untreated. GTP binding activity (% of control), % at 10 µM. 190,000 tested, 0.27% active;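 active means GTP binding activity at least 20 points away from the 100% control level, either lower or higher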
Rab7 wt modul = modulators of GTP binding to dog Rab7 wildtype GTPase; GST-Rab7 beads, fluorescent GTP binding, flow cytometry; actives lie on both sides; untreated = 100%, excess cold GTP = 0%; GTP binding activity (percent of control), % at 10 µM; 190,000 tested, 0.055% active;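 active means fluorescent GTP binding to Rab7 beads changed by at least 20 points from the 100% baseline, either direction, mostly lower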;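 further: median green fluorescence of bound Bodipy-FL-GTP per Rab7 bead population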
Rab2 wt GTP = changes GTP binding to wildtype dog Rab2A, up or down; GST-Rab2 wt beads, Bodipy-GTP binding, flow cytometry; 190,000 tested, 0.19% active; P61105; GTP binding activity, % at 10 µM;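 active means GTP binding activity at least 20 points away from 100%, either lowered or raised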;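 further: 0% = beads with excess unlabeled GTP and 100% = no-compound control corrected for plate trend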
Pf gametocyte = kills late stage P. falciparum gametocytes. 150,000 tested, 0.065% active. P. falciparum stage V gametocytes, ATP luminescence, 24 h. inhibition, % at 10.9 µM;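 active means inhibition above the mean plus 3 SD of compounds within the control limits, set per campaign, cut at about 38% in these data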;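 further: 0% = DMSO wells and 100% = medium only without gametocytes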
Rac1 mut GTP = human Rac1 activated mutant GTP binding change; P63000; 190,000 tested, 0.11% active; percent activity (GTP binding), % at 10 µM; GST-Rac1 activated beads, fluorescent GTP binding, flow cytometry; actives lie on both sides; 100% means binding = to untreated wells; AID 764;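 active means GTP binding at least 20 percentage points away from the 100% baseline, in either direction, so actives lie on both sides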
Avidin fluor = compound fluoresces at 488/530 nm on avidin beads | compound fluorescence 488/530 nm, flow cytometry; stronger effect = higher value | fluorescence (KMESF) at 10 µM | 220,000 tested, 0.38% active | AID 1775; in the data active means fluorescence above about 47; further: inactives centre near 10
* marks the source's active call; other numbers are inactive results; nt = not tested or not shown.

SMILES	ABCG2 inh	Mcl1 Noxa PPI	HRas wt GTP	Cdc42 wt	ABCB1 block	Rac1 wt modul	Rab7 wt modul	Rab2 wt GTP	Pf gametocyte	Rac1 mut GTP	Avidin fluor
O=C(O)c1cc(N/N=C/c2cccs2)ccc1Cl	0	4	94	97	-0.2	96	97	96	nt	96	8
C=CCNC(=O)Nc1cc(Cl)ccc1OC	9	-1	101	98	-0.3	102	110	101	-13	97	7
COc1ccc(/C=C/C(=O)Nc2ccc(-n3nncc3-c3ccc(OC)c(OC)c3)cc2)cc1OC	0	9	98	95	0.1	98	98	98	nt	99	7
COc1cccc(C(=O)Oc2ccc3c(C)cc(=O)oc3c2C(C)=O)c1	4	1	104	102	0.4	104	104	104	nt	102	7
COc1cccc(N2CCN(C(=O)c3[nH]c(C)c(C(C)=O)c3C)CC2)c1	3	-1	101	101	0.6	104	99	101	nt	97	6
Nc1nc(-c2cccnc2)nn1C(=O)Cc1ccccc1	1	nt	97	99	0.1	94	92	95	nt	98	10
CCS(=O)(=O)N1CCC(C(=O)NCc2ccccc2OC)CC1	2	13	99	98	0.2	97	97	97	nt	97	19
Cc1cc2c(ncn2C)c(NS(=O)(=O)c2cc(Cl)ccc2Cl)c1C	2	-12	100	100	0.5	99	97	98	-5	96	8
Fc1ccccc1-c1nc(-c2ccccc2)no1	3	-11	100	100	-0.9	105	92	98	nt	98	21
CC(=O)Cc1nsc(Nc2ccc3c(c2)OCCO3)n1	5	-1	99	98	-0.6	100	100	101	nt	99	5
COc1cccc(C(=O)Nc2nc3c(s2)CN(C)CC3)c1	0	-13	100	99	-0.5	98	99	101	2	99	16
Cc1ccc(CNC(=O)CSc2nc3ccsc3c(=O)n2NC(=O)c2ccccc2)cc1	0	-27	100	101	-0.1	101	99	100	-4	98	5
COc1cc(NC(=O)c2cccs2)c(C(=O)OCC(=O)NCc2ccco2)cc1OC	0	63*	93	91	0.3	93	98	93	nt	96	3
CC(C)(C)C1(C)OC(=O)C(=Cc2ccc(OCC(=O)Nc3ccccc3)cc2)C(=O)O1 (stereo not given)	-5	-2	100	101	-0.9	101	95	97	nt	100	4
O=C(NCCN1CCOCC1)c1ccc(CS(=O)(=O)c2ccc(Cl)cc2)o1	3	9	101	102	0.3	100	98	100	nt	98	10
Cc1nn(CCCC(=O)NCc2ccc(Cl)cc2)c(C)c1[N+](=O)[O-]	2	-5	101	103	-0.8	103	98	100	-9	98	10
O=C(N/N=C/c1ccccn1)c1cc(-c2ccccc2Cl)n[nH]1	-1	-22	101	100	-1.0	103	96	97	22	99	7
COc1cc2c(cc1NC(=O)Cn1cnc3c1c(=O)n(C)c(=O)n3C)oc1ccccc12	1	0	97	96	0.4	98	97	98	nt	97	5
CCOc1ccc(NC(=O)C2CCCCN2S(=O)(=O)c2ccccc2)cc1 (stereo not given)	9	3	101	103	1.6	105	102	101	7	100	8
CCN(CC)S(=O)(=O)c1ccc(N2CCN(CCO)CC2)nc1	-1	0	100	100	-0.3	104	99	97	nt	100	5
c1ccc(-c2cc(N3CCCCC3)ncn2)cc1	5	1	98	97	0.6	94	98	98	2	96	14
CSc1ccc(CNCC(O)c2ccccc2)cc1 (stereo not given)	0	6	96	94	0.8	95	95	97	8	97	9
O=C(OCc1nnc(-c2ccccc2)o1)C1CC(=O)N(Cc2ccco2)C1 (stereo not given)	2	19	96	97	0.3	96	95	96	-5	94	13
c1ccc(-n2ncc3c(N4CCN(CCOc5cccc6ccccc56)CC4)ncnc32)cc1	44	-4	102	102	4.2	106	103	101	-6	101	37
CCCCNc1ccc(C(=O)Nc2cccc(C)n2)cc1[N+](=O)[O-]	23	-15	98	97	1.0	98	97	98	19	96	11

Structural class, the compounds so far with an aryl methoxy group
SMILES	ABCG2 inh	Mcl1 Noxa PPI	HRas wt GTP	Cdc42 wt	ABCB1 block	Rac1 wt modul	Rab7 wt modul	Rab2 wt GTP	Pf gametocyte	Rac1 mut GTP	Avidin fluor
C=CCNC(=O)Nc1cc(Cl)ccc1OC	9	-1	101	98	-0.3	102	110	101	-13	97	7
COc1ccc(/C=C/C(=O)Nc2ccc(-n3nncc3-c3ccc(OC)c(OC)c3)cc2)cc1OC	0	9	98	95	0.1	98	98	98	nt	99	7
COc1cccc(C(=O)Oc2ccc3c(C)cc(=O)oc3c2C(C)=O)c1	4	1	104	102	0.4	104	104	104	nt	102	7
COc1cccc(N2CCN(C(=O)c3[nH]c(C)c(C(C)=O)c3C)CC2)c1	3	-1	101	101	0.6	104	99	101	nt	97	6
CCS(=O)(=O)N1CCC(C(=O)NCc2ccccc2OC)CC1	2	13	99	98	0.2	97	97	97	nt	97	19
COc1cccc(C(=O)Nc2nc3c(s2)CN(C)CC3)c1	0	-13	100	99	-0.5	98	99	101	2	99	16
COc1cc(NC(=O)c2cccs2)c(C(=O)OCC(=O)NCc2ccco2)cc1OC	0	63*	93	91	0.3	93	98	93	nt	96	3
COc1cc2c(cc1NC(=O)Cn1cnc3c1c(=O)n(C)c(=O)n3C)oc1ccccc12	1	0	97	96	0.4	98	97	98	nt	97	5

New compounds follow:
SMILES	ABCG2 inh	Mcl1 Noxa PPI	HRas wt GTP	Cdc42 wt	ABCB1 block	Rac1 wt modul	Rab7 wt modul	Rab2 wt GTP	Pf gametocyte	Rac1 mut GTP	Avidin fluor
COCCn1cnnc1SCC(=O)Nc1ccc(Br)cc1F	6	17	98	97	1.4	98	104	99	3	96	20
Cc1ccc(NC(=O)CN(C)S(=O)(=O)c2cccc3nsnc23)cc1Cl	27	3	100	99	1.2	102	99	101	nt	99	14
Cc1cc(C)n2nc3nc4c(cc3c2n1)CCCC4	3	35	96	98	1.2	92	93	94	-3	94	23
CC(C)(C)OC(=O)NCCc1nnc(SCc2ccc(Cl)cc2)o1	4	1	98	98	1.6	94	98	97	nt	95	11
Cc1ccc(CSCCNS(=O)(=O)c2ccccc2)cc1	4	12	102	101	0.4	105	103	101	-31	100	13
CS(=O)(=O)N1CCN(c2ccc([N+](=O)[O-])c(NCc3ccccc3)c2)CC1	3	5	101	104	0.8	105	98	101	nt	100	24
CCSc1nc2ccc(OC)cc2cc1C#N	1	-18	104	99	-0.4	103	100	102	nt	99	14
NC(=O)Nn1c(CCC(=O)O)ccc1-c1ccc(F)cc1	-1	0	96	96	-0.4	97	96	98	-5	97	9
Cc1ccc2nc(-c3ccncc3)c(Nc3ccccc3)n2c1	7	0	100	97	1.0	105	102	101	12	99	10
CN1CCN(c2cc3c(c4c2[nH]c2ccccc24)C(=O)CC(C)(C)C3)CC1	4	54*	100	101	2.3	99	103	101	nt	97	11
Cc1cccc(C)c1C(=NCCCN(C)C)c1ccccc1	-1	28	98	101	0.5	103	96	99	-12	98	14
CCCCc1ccc(NC(=O)C(=O)NCCN2CCN(Cc3ccc([N+](=O)[O-])cc3)CC2)cc1	0	14	100	99	0.6	97	105	101	-18	97	5
O=C1OCCC1Sc1nnc(-c2ccccc2Br)n1Cc1ccccc1 (stereo not given)	-2	1	100	102	0.1	103	102	99	-6	98	3
CC(=O)/C(N=Nc1cc(C)ccc1O)=C(\C)O	2	21	98	95	1.0	100	103	99	-25	94	9
N#Cc1ccc(COC(=O)C2CCC(=O)N2)cc1 (stereo not given)	1	2	101	105	0.2	102	102	100	nt	98	7
CCn1cnc2cc(NCc3nc4ccccc4n3Cc3ccccc3)ccc21	16	13	101	100	2.7	102	100	99	-2	98	4
O=S(=O)(NC1CCCC1)c1cccc(-c2nnc(-c3ccccc3)o2)c1	3	-8	93	97	0.7	93	90	91	nt	90	6
O=C(Nc1ccon1)c1ccccc1F	10	3	104	102	2.3	102	99	103	nt	101	12
COc1ccc(NC(=O)C2=C(C)Nc3ncnn3C2c2ccccc2C(F)(F)F)c(OC)c1 (stereo not given)	3	9	99	99	-0.3	104	102	98	9	96	14
COC(=O)C1(C)NC(c2cccs2)C2C(=O)N(c3ccc(F)cc3)C(=O)C21 (stereo not given)	1	18	98	101	0.2	102	95	99	nt	102	15
COc1cccc(-c2nnc(SCC(=O)NCc3ccc4c(c3)OCO4)n2Cc2ccco2)c1	13	13	99	104	0.7	107	100	99	1	99	21
Cc1cccc(C)c1-n1cccc1/C=C1/C(=N)N2C(=NC1=O)SN=C2S(C)(=O)=O	-4	22	91	93	-1.3	94	94	90	nt	89	9
Cc1ccc(Cl)cc1OCC(=O)NCCOC(=O)Nc1sc(=S)n(C)c1C	21	8	100	100	0.5	102	101	99	nt	98	6
Cc1ccc(CN2CCNC(=O)C2CC(=O)NCC(F)(F)F)o1 (stereo not given)	0	-4	92	92	0.1	91	98	91	5	91	5
O=C(O)CSc1nc2ccc(Cl)cc2[nH]1	31	6	98	103	1.0	106	96	98	0	97	37

(more compounds)
SMILES	ABCG2 inh	Mcl1 Noxa PPI	HRas wt GTP	Cdc42 wt	ABCB1 block	Rac1 wt modul	Rab7 wt modul	Rab2 wt GTP	Pf gametocyte	Rac1 mut GTP	Avidin fluor
Cc1cc(C)n2nc(SCc3cc(=O)oc4cc(O)ccc34)nc2n1	-3	-10	96	99	-1.0	102	100	94	nt	98	12
COc1ccc(/C=N/NC(=O)CNC(=O)COc2ccccc2)cc1	-1	3	98	103	-0.3	104	98	94	nt	97	14
Cc1nnc(SCCN2CCOCC2)n1-c1cccc(Cl)c1	2	23	103	104	0.4	107	102	106	nt	103	20
CC(Oc1ccc(Br)cc1)C(=O)Nn1c(=S)[nH]c2ncccc2c1=O (stereo not given)	-11	0	94	103	-1.6	100	96	94	nt	94	21
Nc1nc(-c2cccnc2)nc2sc3c(c12)CCCC3	2	22	91	94	0.8	94	93	93	12	97	9
CC(C)(C)NC(=O)C(c1ccco1)N(Cc1ccc2c(c1)OCO2)C(=O)Cn1nnc2ccccc21 (stereo not given)	10	-4	96	95	6.1	92	96	94	nt	93	8
Cc1cccc(OCc2nnc(SCC(=O)N3CCN(C(=O)c4ccco4)CC3)n2C)c1C	2	-16	99	99	0.2	99	97	96	nt	97	14
COc1cccc(/C=N/NC(=O)CSc2ccccc2C)c1O	16	-23	97	98	0.1	97	100	95	-17	97	12

Arranged by number of heavy atoms (ascending): some entries from above.
SMILES	ABCG2 inh	Mcl1 Noxa PPI	HRas wt GTP	Cdc42 wt	ABCB1 block	Rac1 wt modul	Rab7 wt modul	Rab2 wt GTP	Pf gametocyte	Rac1 mut GTP	Avidin fluor
N#Cc1ccc(COC(=O)C2CCC(=O)N2)cc1 (stereo not given)	1	2	101	105	0.2	102	102	100	nt	98	7
Cc1cccc(C)c1C(=NCCCN(C)C)c1ccccc1	-1	28	98	101	0.5	103	96	99	-12	98	14
COc1cccc(N2CCN(C(=O)c3[nH]c(C)c(C(C)=O)c3C)CC2)c1	3	-1	101	101	0.6	104	99	101	nt	97	6
